zfTRPN1 agonist: activates the zebrafish TRPN1 channel. HEK293 zebrafish TRPN1-YFP, Fluo-8 calcium fluorescence; 100% = response to 87 µM carbachol. activation, % at 3 µM. actives 0.18% (n = 220,000). AID 1424;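 active = activation above its plate's cutoff, the mean activation of test wells on that plate plus 3 SD, cut at about 19% in these data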;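 also: 0% = DMSO alone and 100% = 87 µM carbachol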
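System: zebrafish TRPN1-YFP in HEK293 cells / Dosing: 3 µM single point / Timing: dye loading 1 h at 37 °C, then 30 min room temperature / Signal: Fluo-8 calcium fluorescence, excitation 470-495 nm, emission 515-575 nm / Read-out basis: percent activation from peak over basal fluorescence ratio, control-normalized / Control set: high carbachol 87 µM, low DMSO alone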
BaF3 parental: parental Ba/F3 viability inhibition as JAK2V617F counter-screen; CellTiter-Glo ATP luminescence; inhibition, % at 5.6 µM; actives 1.1% (n = 220,000); AID 1486;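 active = inhibition above a per-campaign cutoff, the mean inhibition of all tested compounds plus 3 SD, cut at about 27% in these data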;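 also: 0% = DMSO wells and 100% = JAK Inhibitor I control wells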
S1P4 agonist: activates the human S1P4 receptor | actives 0.35% (n = 220,000) | activation, % at 4.98 µM | S1P4-expressing cell line, agonist reporter assay; in the data active = activation above about 11%;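 also: 0% = DMSO vehicle and 100% = reference agonist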
TRPML3 agonist: agonists of human TRPML3 channel; Q8TDD5; HEK293 TRPML3-YFP, Fluo-8 calcium fluorescence; 100% = the carbachol control signal; activation, % at 3 µM; actives 0.29% (n = 220,000);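 active = activation above its plate's cutoff, the mean activation of the plate's test wells plus 3 SD, cut at about 12% in these data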;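 also: 0% = DMSO only wells and 100% = carbachol wells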
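Test system – HEK293 line with stable expression of human TRPML3-YFP channel · Control set – carbachol 87 µM final as high control (100%), DMSO as low control (0%) · Signal – Fluo-8 calcium dye fluorescence, ex 470-495, em 515-575 nm · Incubation – 1-h 37 °C dye load, 5-s basal, 120-s post-compound reads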
Calpain2 inh: blocks pig calpain II enzyme activity; purified calpain II, fluorogenic peptide substrate, 30 min; inhibition, % at 16 µM; actives 0.37% (n = 220,000);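 active = inhibition above about 50%, limit read from the data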
Ba/F3 V617F tox: loss of viability in JAK2V617F-driven Ba/F3 cells; AID 1446; Ba/F3 EpoR-JAK2V617F viability, ATP luminescence; inhibition, % at 5.6 µM; actives 1.1% (n = 220,000);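 active = inhibition above the campaign mean plus 3 SD over all tested compounds, cut at about 24% in these data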;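 also: cytokine-independent growth of Ba/F3 cells driven by EpoR plus mutant JAK2; 0% = DMSO-treated cells and 100% = JAK inhibitor I control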
PERK inh: human PERK inhibition, primary cell-based screen | Q9NZJ5 | CHO PERK-DD fusion, SEAP luminescence translation reporter | inhibition, % at 5.6 µM | actives 0.17% (n = 220,000) | AID 1416;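 active = inhibition above the mean inhibition of all tested compounds plus 3 SD, set separately per screening campaign, cut at about 2.9% in these data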;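 also: PERK kinase domain activated by AP20187 dimerizer at 100 nM; 0% = DMSO with dimerizer and 100% = rapamycin at 8.4 µM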
Target sequence (Q9NZJ5 whole entry, looked up, the tested form may be a part): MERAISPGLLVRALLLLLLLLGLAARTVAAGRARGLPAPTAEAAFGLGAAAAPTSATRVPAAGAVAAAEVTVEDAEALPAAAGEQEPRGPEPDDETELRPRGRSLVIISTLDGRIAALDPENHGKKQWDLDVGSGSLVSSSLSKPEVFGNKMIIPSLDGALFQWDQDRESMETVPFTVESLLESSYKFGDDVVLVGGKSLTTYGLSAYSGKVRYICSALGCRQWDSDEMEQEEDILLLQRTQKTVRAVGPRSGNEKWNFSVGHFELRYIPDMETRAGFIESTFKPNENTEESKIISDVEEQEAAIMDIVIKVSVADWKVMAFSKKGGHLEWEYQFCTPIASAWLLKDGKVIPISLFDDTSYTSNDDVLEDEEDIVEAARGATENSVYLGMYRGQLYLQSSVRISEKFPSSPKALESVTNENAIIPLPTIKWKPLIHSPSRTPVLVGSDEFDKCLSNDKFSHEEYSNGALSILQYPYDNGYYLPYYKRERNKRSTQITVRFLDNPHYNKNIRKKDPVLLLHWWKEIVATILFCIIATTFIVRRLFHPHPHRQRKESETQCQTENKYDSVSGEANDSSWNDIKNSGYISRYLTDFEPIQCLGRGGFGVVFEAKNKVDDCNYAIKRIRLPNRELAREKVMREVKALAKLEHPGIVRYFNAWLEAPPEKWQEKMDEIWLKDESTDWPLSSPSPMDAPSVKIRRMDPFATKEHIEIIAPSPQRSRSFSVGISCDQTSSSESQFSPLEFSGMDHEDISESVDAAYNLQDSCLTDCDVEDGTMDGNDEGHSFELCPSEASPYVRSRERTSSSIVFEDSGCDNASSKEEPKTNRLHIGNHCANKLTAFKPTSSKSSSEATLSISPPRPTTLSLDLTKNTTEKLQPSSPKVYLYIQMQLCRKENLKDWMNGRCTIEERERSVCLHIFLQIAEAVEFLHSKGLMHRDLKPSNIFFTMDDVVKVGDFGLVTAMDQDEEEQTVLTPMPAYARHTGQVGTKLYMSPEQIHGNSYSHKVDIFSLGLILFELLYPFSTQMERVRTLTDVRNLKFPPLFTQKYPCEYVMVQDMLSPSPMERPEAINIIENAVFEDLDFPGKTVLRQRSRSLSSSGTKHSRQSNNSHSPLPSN
EP2 modulator: modulates human prostaglandin E2 receptor EP2 signaling; P43116; EP2-expressing cells, cAMP HTRF FRET, PGE2 co-stimulation; actives 0.83% (n = 260,000); induction, % at 25 µM; AID 940;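 active = compounds whose cAMP rise, as percent of the full-agonist control response, exceeds 60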;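 also: rat C6 glioma line stably carrying human EP2 under a CMV promoter; the protocol text gives 20 µM as final concentration; 100% = response of wells given 1 µM PGE2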
S1P4 antagonist: blocks the human S1P4 receptor. inhibition, % at 4.98 µM. O95977. actives 0.26% (n = 220,000). S1P4-expressing cells, antagonist mode, reporter read-out; in the data active = inhibition above about 29%;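 also: 0% = wells stimulated with agonist and 100% = vehicle wells without agonist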
* marks the source's active call; other numbers are inactive results; i = inactive; & = joins results of further samples.

SMILES	zfTRPN1 agonist	BaF3 parental	S1P4 agonist	TRPML3 agonist	Calpain2 inh	Ba/F3 V617F tox	PERK inh	EP2 modulator	S1P4 antagonist
CCCCN(C(=O)c1ccc(Cl)cc1)C1CC2CCC(C1)N2C (centres undefined)	1.5	5	2.5	0.7	-9	0	0.4	-17	-9
C/C(=C(\C#N)C(=O)NC1CCCCC1)N(C)C	0.4	-3	-0.2	0.6	8	-6	1.0	1	-13
CCN(c1cccc(C)c1)c1nc2ccsc2c(=O)s1	-0.9	2	-1.3	-0.6	-4	-4	-0.6	27	-9
CCn1c2ccccc2c2cc(NC(=O)C(C)C)ccc21	-2.5	-1	-1.2	-0.5	1	-6	-0.8	-42	-17
O=C(CSc1nnc(-c2cccs2)n1-c1ccccc1)N1CCCC1	0.0	-2	-1.4	0.2	12	-4	-0.3	18	2
CN1CCN(S(=O)(=O)c2ccc(NC(=S)NC(=O)C(C)(C)C)cc2)CC1	2.9	5	-2.9	0.9	-21	-1	-0.3	-11	7
Clc1ccc(CN=C2Nc3ccccc3CS2)cc1	-0.4	2	1.9	0.5	21	-4	-0.5	10	-3
COc1cc2cc(CN(Cc3cccnc3)C(=O)Nc3ccccc3F)c(=O)[nH]c2cc1OC	1.2	4	0.0	1.3	-172	-1	0.6	-4&-29	-7
Cc1cc(-n2nnc3ccccc32)nc2ccccc12	0.6	6	1.1	0.8	-17	0	0.9	37	-28
Cc1cc(-c2n[nH]c(=S)n2/N=C/C=C/c2ccccc2)n[nH]1	-0.5	7	2.6	0.5	-1	2	1.0	18	-8
Cn1nnc2c(NCc3ccco3)nccc21	0.9	11	0.3	0.0	-360	2	-0.1	12&6	0
Cc1ccc(Nc2nc3nonc3[nH]c2=O)cc1	1.4	1	0.6	0.7	-6	-3	1.1	23	-8
COc1cc(-c2nn3c(-c4cccc(C)c4)nnc3s2)cc(OC)c1OC	-0.6	6	3.2	0.4	-168	-5	-0.8	-15	-32
CCCCOC(=O)c1ccc(NC(=O)COC(=O)CSc2nc(C)cc(C)n2)cc1	-3.1	6	-0.7	-0.3	-1	3	0.3	12	-4
CC(=O)Nc1ccc(N2N=C(C)C(N=Nc3ccccc3)C2=O)cc1 (centres undefined)	1.0	5	1.8	0.1	-23	0	-0.6	43	-12
O=C(OCn1nnc2ccccc2c1=O)c1ccc(N2CCOCC2)c([N+](=O)[O-])c1	-0.2	1	1.1	1.1	16	-4	1.2	39	-25
CCCCc1c(O)nc2sccn2c1=O	-0.5	5	0.9	0.3	-7	-2	1.2	17	-4
CCCCC(CC(O)COCC(C)C)C(=O)NNC(=S)Nc1ccccc1 (centres undefined)	0.6	-1	-1.2	-0.1	16	-2	0.0	-14	-9
CCOC(=O)c1c(NC(=O)CC)sc(C(C)=O)c1C	0.8	-1	0.0	-0.3	-23	0	-1.4	50	-6
C=CCNC(=S)Nc1ccc2nsnc2c1	0.4	9	1.5	1.5	-5	4	1.2	-56	5
Cc1ccc(N=Cc2ccc[nH]2)c(O)c1	-0.4	5	-0.8	-0.2	-36	3	1.0	8	-11
CC(C)CC1c2[nH]c3ccccc3c2CCN1C(=O)C1CCOCC1 (centres undefined)	1.1	7	0.6	0.4	-59	0	1.0	2	-5
CCOc1ccccc1OCCC(=O)OCC(=O)c1ccc[nH]1	-0.3	5	1.1	0.0	-54	-1	0.0	-13	-5
Brc1c(NC2=NCCN2)ccc2nccnc12	-0.7	1	0.4	0.6	1	-3	-0.2	20&25	-6
CCN(C(=O)CSc1nnc(C)n1-c1ccccc1)C1CCS(=O)(=O)C1 (centres undefined)	1.0	0	2.7	0.6	-18	-2	1.2	2	-9
O=C(c1ccc(COc2ccccc2Br)cc1)N1CCCCCC1	-1.5	19	0.7	-0.1	30	0	1.5	-64	-15
O=C(O)c1c[nH]ccc1=O	0.6	2	2.6	0.4	-23	-2	1.6	31	-12
CCOC(=O)c1sc(NC(=O)CSc2nc(C)cc(C(F)(F)F)n2)c(C#N)c1C	0.0	10	-1.4	0.8	-47	-1	1.2	-7	5
COc1cc2c(cc1OC)C(COc1ccc(F)cc1)N(C(=O)c1ccco1)CC2 (centres undefined)	-1.3	2	2.0	-0.5	13	-2	-1.7	27	-8
CC(=O)N1CCc2cc(C(=O)CN3CCN(c4ccccc4F)CC3)ccc21	0.5	4	0.0	-0.5	1	-3	0.6	-20	-11
COc1ccc2c(c1)c(C(=O)CN1CCC3(CC1)OCCO3)c(C)n2C	0.1	5	1.1	-0.9	-48	0	0.3	1	1
CC1CCCN(C(=O)C2CCN(S(=O)(=O)c3cccc4cccnc34)CC2)C1 (centres undefined)	1.3	4	1.4	0.6	7	-3	-0.3	3	-17
CCOc1ccc(N/C(C)=C\C(=O)c2ccc3c(c2)OCCO3)cc1	-0.7	1	5.3	-0.4	-2	-3	0.8	-76&-32	-22
CC(C)=CCCC1(C)C=Cc2c(ccc3c2[nH]c2cc(O)c(C)cc23)O1 (centres undefined)	-2.0	-3	-1.5	-0.3	25	-3	1.0	-4	-16
CCSc1nnc(NC(=O)c2nn(C(C)C)c(=O)c3ccccc23)s1	1.4	5	-0.8	-0.2	-28	-1	-0.2	16	-14
CCOC(=O)c1sc2cc([N+](=O)[O-])cc(SCC(=O)OC)c2c1N	1.0	2	-3.7	0.8	-16	1	0.4	27	3
CCOc1ccc(/C=C/C2=Cc3c(sc(NC(=O)CSc4n[nH]c(N)n4)c3C#N)C(C)(C)C2)cc1	7.2	7	-0.7	3.1	-31	-2	0.5	-8	-6
CCOc1ccc2nc(N(CCN(CC)CC)C(=O)c3cccc([N+](=O)[O-])c3)sc2c1	-1.4	9	0.1	0.2	-12	4	-0.6	10	6
NNc1ncnc2c1cnn2-c1ccccc1	1.6	4	-0.9	0.2	3	4	-0.7	-34	12
Cc1ccc(S(=O)(=O)NN2C(=O)c3ccccc3NC2c2ccccc2O)cc1 (centres undefined)	-2.7	4	0.7	0.7	-306	-2	0.3	6	-10
NC(=O)CSc1nnc(-c2ccco2)n1N	1.6	0	-1.3	0.8	-12	-4	-0.9	14	-10
COC(=O)c1cc2oc(C)cc2n1CC(=O)Nc1ccc(C)c(C)c1	0.1	-2	-2.7	-0.6	20	-4	-0.1	17	2
CN(C)CCNC(=O)/C=N/O	1.9	6	-1.0	1.0	-9	1	1.1	19	-11
O=C(NCc1cccnc1)C(=O)NCC1OCCN1S(=O)(=O)c1ccc(F)cc1 (centres undefined)	-0.4	0	0.5	0.1	-10	-5	0.6	13	-5
Cn1c(N)c(C(=O)COC(=O)C2CC(=O)N(Cc3ccccc3)C2)c(=O)n(C)c1=O (centres undefined)	-0.2	-4	2.1	1.1	8	-3	2.4	20	-21
O=C(Nc1ccccc1[N+](=O)[O-])c1nc[nH]c1C(=O)NCCO	0.5	5	-1.1	0.1	-12	2	0.4	-5	-6
O=S(=O)(c1cccs1)N1CN(Cc2cccs2)c2nc3ccccc3nc21	-0.1	9	-1.1	0.2	-36	2	-0.5	65*	-18
CCn1c(SCC(=O)Nc2ccc(C)cc2)nc2nc3c(cc2c1=O)COC(C)(C)C3	-1.6	2	0.2	-0.1	14	0	0.1	0	-8
COc1cccc(NC(=O)CSc2nc3ccccc3c(=O)n2CCCC(=O)N2CCCC2)c1	-0.5	4	0.7	-1.3	-1	2	-1.2	10	4
Cc1ccc(C(=O)n2cnnc2N)cc1	0.5	0	-1.8	-1.0	7	-2	0.8	12	5
COCCOC(=O)c1c(C)nc(SCC(=O)Nc2ccc(OC)cc2)c(C#N)c1-c1ccco1	2.0	6	-2.1	0.2	-20	2	-2.1	-23	4
COc1ccc(CCSc2nnc(C3CCCCC3)n2N)cc1	-0.9	8	-1.5	0.3	-11	-2	0.6	7	-24
COc1cccc2cc(-c3nc(-c4cccs4)cs3)c(=O)oc12	0.7	5	2.3	0.4	i	3	1.3	53	22
O=C(CN(c1ccccc1)S(=O)(=O)c1ccccc1[N+](=O)[O-])NN=C1CCCCCCC1	-0.9	10	-2.5	-0.3	18	6	0.1	21	5
COc1cccc(NC(=O)CSc2nc3c([nH]c4ccccc43)c(=O)n2C)c1	-0.2	4	4.2	0.1	-6	2	0.4	-17	-5
Cc1ccc(NC(=O)N2CCC(O)(c3cccnc3)CC2)cc1	-0.1	0	0.8	0.9	-15	-3	-0.2	0	-8
COc1ccc(OC)c(C(O)c2coc3ccc(O)c(CN4CCOCC4)c23)c1 (centres undefined)	0.8	13	-1.4	0.8	2	7	-0.9	-7	-13
COc1ccc(CNC(=O)CCCOc2cc(=O)n(C)c3ccccc23)cc1	-1.1	7	-1.0	0.2	-12	3	-1.1	-16	19
CCOC(=O)N1CCC(NC(=O)CS(=O)(=O)Cc2nc(-c3ccc(C)cc3)oc2C)CC1	1.0	10	-2.1	0.3	-35	-1	1.6	1	-1
Cc1c(C=O)c2ccccn2c1C(=O)c1ccccc1	1.0	6	3.1	0.8	12	0	-0.1	19	-1

Pulled one by one from above (two):
SMILES	zfTRPN1 agonist	BaF3 parental	S1P4 agonist	TRPML3 agonist	Calpain2 inh	Ba/F3 V617F tox	PERK inh	EP2 modulator	S1P4 antagonist
O=C(CN(c1ccccc1)S(=O)(=O)c1ccccc1[N+](=O)[O-])NN=C1CCCCCCC1	-0.9	10	-2.5	-0.3	18	6	0.1	21	5
O=C(NCc1cccnc1)C(=O)NCC1OCCN1S(=O)(=O)c1ccc(F)cc1 (centres undefined)	-0.4	0	0.5	0.1	-10	-5	0.6	13	-5

(continued)
SMILES	zfTRPN1 agonist	BaF3 parental	S1P4 agonist	TRPML3 agonist	Calpain2 inh	Ba/F3 V617F tox	PERK inh	EP2 modulator	S1P4 antagonist
O=C(NC(=S)Nc1ccc(N2CCCCC2)cc1)c1cccs1	0.3	4	-1.3	0.4	1	2	0.5	-15	-17
Cc1cc(NC(=O)CCCSc2nc(-c3ccco3)cc(C(F)(F)F)n2)no1	-0.2	4	-0.8	0.4	-45	-4	0.9	9&-1	4
COC(=O)CSc1nnc([C@H](CC(C)C)NC(=O)OC(C)(C)C)o1	0.8	6	0.3	-0.1	15	-2	0.7	8	8
O=C(N/N=C/c1ccc(O)cc1)c1ccc(COc2cc(Cl)ccc2Cl)o1	24*	4	2.1	10	-205	-3	0.3	-49	3
Cc1ccc(-c2cc(C(=O)O)n[nH]2)s1	-0.5	9	0.3	0.9	2	3	0.5	4	-10
Cc1cccc(-n2c(CNC(=O)c3ccc(S(=O)(=O)N(C)C)cc3)nnc2SCC(=O)Nc2ccc(F)cc2)c1	-0.5	5	-0.4	0.5	-12	2	0.7	1	-6
CCOC(=O)C1CCN(c2nc3ccccc3nc2C(C#N)C(=O)NCCc2ccccc2)CC1 (centres undefined)	-0.3	5	1.4	0.1	-24	-5	0.3	18	-17
O=C(O)CSc1cccc[n+]1[O-]	0.8	1	-0.3	0.8	-1	-3	1.7	6	0
Cc1cc(C)c(C#N)c(SCC(=O)CC(=O)OC(C)C)n1	2.4	0	0.1	0.8	-89	-2	0.2	23	-9

From PubChem BioAssay
